# Assay outcomes deposited in PubChem BioAssay by several laboratories.
# XIAP antagonists: XIAP antagonists, biochemical, IAP family, fluorescence polarization (AID 1018); XIAP BIR domain, fluorescence polarization peptide displacement; higher % means a stronger effect; displacement, % at 20 µM; hits with a dose series show IC50 in µM; actives 0.007% (n = 200,000); in the data active = displacement above about 50%; note: a part of the inactive calls stands beside numbers as strong as those of hits
# SIAH1 antagonists: Siah-1 peptide-binding antagonists, primary screen, biochemical, fluorescence polarization, rhodamine-plectin, uHTS (AID 1817); Siah-1 / rhodamine-plectin peptide fluorescence polarization; higher % means a stronger effect; one-dose displacement, % at 20 µM; IC50 in µM for titrated hits; actives 0.02% (n = 290,000);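 active = displacement of at least 50% at 20 µM, with a fluorescence ratio check between 0.3 and a set limit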;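 note: plate controls were Siah plus tracer with DMSO for no effect and tracer alone without Siah for full effect; strong numbers were not always called active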
# P. falciparum M1AAP: P. falciparum M1AAP inhibitors, biochemical, fluorogenic H-Leu-NHMec substrate, 1536-well (AID 1445); actives 0.42% (n = 220,000); recombinant M1AAP, H-Leu-NHMec fluorogenic kinetic assay; higher % means a stronger effect; inhibition, % at 30 µM; hits with a dose series show IC50 in µM;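 active = primary inhibition above the hit cutoff, then over 50% inhibition at one or more dose response concentrations, cut at about 23% in these data, passing the limit was not always enough; inconclusive = conflicting primary data, or primary hits not chosen for dose response; inactive = low primary inhibition, or under 50% at every dose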;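 note: plate controls were DMSO full reaction for no effect and no enzyme background for full effect; strong numbers were not always called active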
# Hep lipid drop: modulators of hepatic lipid droplet formation. actives 0.4% (n = 240,000). AID 1656. AML12 mouse hepatocytes, oleate lipid droplets, BODIPY imaging. inhibition, % at 6.5 µM;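 active = lipid droplet intensity inhibited by at least 50%, with more than 500 cells counted; inconclusive = wells with under 300 cells, treated as cytotoxic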
#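 System: AML12 hepatocytes (mouse). Probe or stimulus: oleic acid at 100 µM to induce lipid droplet formation. Times: overnight treatment with compound plus oleate. Detection: Image-based BODIPY and DAPI two-channel analysis. Evaluation: percent inhibition of filter-corrected integrated lipid droplet intensity per well.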
# AID2073: disruptors of CaV2.2 binding to Mint1 – biochemical, HTRF (AID 2073); HTRF protein-protein interaction, Mint1-CaV2.2; higher % means a stronger effect; inhibition, % at 20 µM; hits with a dose series show IC50 in µM; actives 0.19% (n = 290,000); in the data active = inhibition mostly above about 51%, no sharp cut-off; inconclusive = no clear call, values can overlap the other calls; inactive = mostly below about 53%; note: some results filed as inactive read as strong as hits
# LYP phosphatase: PTPN22 lymphoid phosphatase activity blockers – biochemical, fluorescence intensity, uHTS (AID 1779). one-dose inhibition, % at 11.5 µM; IC50 in µM for titrated hits. recombinant LYP phosphatase, fluorescence intensity; higher % means a stronger effect. actives 0.054% (n = 290,000);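 note: plate controls were vehicle with enzyme for no effect and no enzyme for full effect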
# P. falciparum M17LAP: P. falciparum M17LAP inhibitors, primary screen, biochemical, fluorogenic H-Leu-NHMec substrate, 1536-well (AID 1619). actives 0.38% (n = 220,000). recombinant M17LAP, H-Leu-NHMec fluorogenic kinetic assay; higher % means a stronger effect. inhibition, % at 30 µM; hits with a dose series show IC50 in µM;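 active = compound inhibiting the enzyme by more than half at any dose during confirmatory dose-response retesting; inconclusive = strong single-dose inhibitors picked by rank but not retested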;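 note: plate controls were full reaction with DMSO carrier for no effect and no enzyme background for full effect; strong numbers were not always called active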
# CSM14.1 death rescue: protection against thapsigargin-triggered cell killing – 384-well, CSM14.1, ATP luminescence, primary screen (AID 1222) | 190,000 tested, under 10 active | CSM14.1 thapsigargin-induced death rescue, ATP luminescence; higher % means a stronger effect | cellular ATP content (survival), % at 20 µM; hits with a dose series show EC50 in µM;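 active = EC50 below 50 µM in the dose-response confirmation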;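 note: death triggered by thapsigargin at about 15 µM added after 2 h compound pretreatment; cell ATP read after overnight thapsigargin exposure of roughly 18 to 22 hours; normalized against plate controls of thapsigargin alone and 5% DMSO vehicle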
# NOD2 inhibition: NOD2 signaling inhibitors, cell-based, luminescence, uHTS, HEK293 (AID 1566); one-dose inhibition, % at 4 µM; EC50 in µM for titrated hits; actives 0.63% (n = 290,000); HEK293 NOD2/NF-kB luciferase reporter, luminescence; higher % means a stronger effect; note: many of its hits are not listed in these tables
# Hep lipid drop cells 6.5 µM: also measured in Hep lipid drop; calls as there; cell count; measured here: cell count, cytotoxicity flag;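 cells counted across two imaged fields per well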
# * hit, by the source's call; ? = inconclusive; · = not tested or not shown. Cut-off read from the data, not from the text of the source, unless noted: active = inhibition above about 50%; inactive = the rest. Only part of the results is shown; count on the stated rates, not on these rows.
SMILES,XIAP antagonists,SIAH1 antagonists,P. falciparum M1AAP,Hep lipid drop,Hep lipid drop cells 6.5 µM,AID2073,LYP phosphatase,P. falciparum M17LAP,CSM14.1 death rescue,NOD2 inhibition
Nc1nc(-c2ccc(Cl)cc2Cl)cn1N,-4.0%,0.8%,9.5%,·,·,0.4%,-4.2%,-4.0%,2.1%,9.4%
COc1ccc2nc(SCC(=O)Nc3ccccc3)[nH]c2c1,-1.1%,-3.1%,16.5%,28.5,714,12.3%,-4.2%,3.5%,30.1%,0.2%
Cc1ccc(Cl)c(OCC(=O)NN2CCN(C)CC2)c1,·,18.2%,1.5%,0.9,670,6.5%,-6.3%,8.2%,·,15.8%
COc1ccc(-c2ccc3ccccc3n2)cc1,-16.5%,8.3%,1.1%,14.2,713,9.9%,-11.0%,-3.4%,-1.2%,-225.7%
CCc1nc(Nc2ccc(F)cc2)c2oc3ccccc3c2n1,·,-1.7%,·,-2.3,797,8.6%,-3.3%,·,·,9.3%
c1csc(CNCCCN2CCOCC2)c1,-2.5%,3.7%,-0.5%,·,·,2.0%,-6.1%,2.1%,0.5%,15.9%
CCOC(=O)c1ccc(NC(=O)N2CCCCC2)cc1,-2.9%,-0.7%,10.5%,10.0,813,5.0%,-5.0%,5.2%,-2.1%,-41.9%
COc1ccc(NC(=O)COC(=O)C2CCCCC2)c([N+](=O)[O-])c1,-3.6%,3.5%,5.9%,-4.1,708,-3.0%,-4.6%,37.1%,-2.5%,14.3%
Cc1cc(=O)n2nc(N3CCCC(C(=O)NC(C)c4ccccc4)C3)sc2n1 (stereo unspecified),-5.0%,3.6%,3.1%,-2.9,730,16.3%,-9.0%,3.3%,0.1%,8.1%
COc1ccc(C(C)=O)cc1COC(=O)CNC(=O)c1ccccc1F,-3.9%,-4.3%,8.1%,12.6,634,-3.6%,-5.3%,-6.9%,1.9%,2.7%
Cc1ccc(OCCn2cc(C=O)c3ccccc32)cc1,·,-2.4%,·,-1.0,798,-2.6%,-5.0%,·,·,-2.3%
COc1ccc(CCn2c(=N)c(C(=O)NC3CCCC3)cc3c(=O)n4cccc(C)c4nc32)cc1,·,1.4%,·,-21.1,564,17.1%,-2.0%,·,·,28.3%
O=C(NC1=NCCS1)c1ccc(Cl)c(S(=O)(=O)N2CCCCCC2)c1,-6.9%,-2.8%,2.3%,-1.9,660,1.8%,0.2%,-5.3%,-0.4%,-8.4%
Cc1ccccc1OCC(=O)N(Cc1cccc(F)c1)C1CCS(=O)(=O)C1 (stereo unspecified),·,-4.3%,·,-61.5,725,-3.9%,-7.1%,·,·,11.7%
Cc1cc(C)c2nc(SCC(=O)Nc3ccc(S(=O)(=O)N4CCCC4)cc3)c(C)cc2c1,-3.9%,0.4%,0.1%,-6.1,778,13.1%,-4.5%,8.8%,1.6%,-28.2%
c1ccc2cc(OCCOCCOc3ccc4ccccc4c3)ccc2c1,·,6.7%,7.7%,2.3,739,-9.2%,-0.6%,3.1%,·,21.0%
CC(=O)Nc1ccc(NC(=S)NC(=O)c2cc3ccccc3o2)cc1,-1.2%,2.7%,5.7%,12.1,712,27.3%,-5.7%,4.2%,-2.0%,-7.4%
CN(C)Cc1ccc(F)cc1Sc1cc(Cl)ccc1Cl,-5.5%,-0.7%,10.3%,-27.0,718,-0.8%,-6.3%,6.0%,-0.7%,-15.8%
COc1cccc(/C=C2\Oc3cc(OC(=O)N4CCOCC4)ccc3C2=O)c1,·,1.4%,5.9%,33.4,783,5.2%,-4.2%,21.7%,·,8.2%
COc1ccc(-c2cc(C(=O)N/N=C(\C)c3cccnc3)c3cc(C)ccc3n2)cc1OC,·,5.5%,·,-6.7,676,16.2%,-6.6%,·,·,4.2%
CC(C)C(NC(=O)/C(=C/c1ccco1)NC(=O)c1ccc(Br)o1)C(=O)O (stereo unspecified),·,1.0%,·,·,·,5.2%,-5.1%,·,·,1.7%
CCC(=O)Nc1ccc(NC(=S)NC(=O)c2oc3ccccc3c2C)cc1,-5.6%,8.4%,11.6%,22.1,773,-3.1%,-7.1%,11.6%,-2.6%,6.1%
COc1ccc(OC)c(C(=O)c2oc3ccccc3c2NC(C)=O)c1,-18.0%,-0.8%,4.4%,·,·,3.9%,-5.2%,11.1%,-0.2%,11.7%
COc1cc(O)c(C(CCN2CCCCC2)c2ccc3c(c2)OCO3)c(OC)c1 (stereo unspecified),·,-1.6%,12.0%,1.5,720,-0.4%,-7.1%,5.9%,·,16.6%
C=CCN(C(=O)Cn1c(C(=O)OC)cc2oc(C)cc21)c1ccccc1,-9.0%,5.2%,0.6%,·,·,-0.3%,-6.7%,-0.6%,0.1%,-6.6%
# The results go on:
SMILES,XIAP antagonists,SIAH1 antagonists,P. falciparum M1AAP,Hep lipid drop,Hep lipid drop cells 6.5 µM,AID2073,LYP phosphatase,P. falciparum M17LAP,CSM14.1 death rescue,NOD2 inhibition
COc1ccc(NS(=O)(=O)c2ccc(N3C(=O)CCC3=O)cc2)cc1,-2.7%,-0.8%,-0.7%,18.8,791,-0.8%,-7.8%,-3.7%,-1.9%,8.8%
COc1ccc2[nH]c(O)c(NC(C)=O)c2c1,-3.4%,1.9%,9.7%,1.0,791,1.2%,-3.0%,-1.8%,6.5%,0.1%
NC12CC3CC(C1)CC(CC(=O)O)(C3)C2,-3.8%,3.0%,7.2%,3.1,742,8.7%,-1.1%,-0.1%,0.1%,12.0%
O=C(NC1CCCC1)C(c1ccsc1)N(CCc1ccccc1)C(=O)Cc1cccs1 (stereo unspecified),-3.7%,6.3%,0.5%,-3.7,653,-2.3%,-7.7%,-5.2%,-1.2%,-17.3%
O=C(OCC(=O)N1CCN(C(=O)c2ccco2)CC1)c1cc(-c2ccc(F)cc2)nc2ccccc12,-0.1%,4.4%,2.3%,·,·,5.9%,2.1%,8.5%,0.3%,-7.4%
O=C(c1ccco1)N1CCN(CC(O)COc2ccc(Br)cc2)CC1 (stereo unspecified),·,-4.6%,·,-2.9,807,-4.7%,-1.8%,·,·,19.2%
CCC(C)[C@H](NC(=O)N1CCn2c1nc1ccccc12)C(=O)NCC1CCCO1 (stereo partly specified),·,2.2%,·,23.6,776,17.6%,-2.8%,·,·,-15.7%
COc1cc(OC)cc(C(=O)N(Cc2nc(-c3cccc(C)c3)no2)C(C)C)c1,-4.8%,-1.4%,4.6%,-26.9,663,14.5%,0.5%,18.9%,·,8.6%
CO[C@H]1C=CO[C@@]2(C)Oc3c(C)c(O)c4c(O)c(c(C=NN5CCN(C6CCCC6)CC5)c(O)c4c3C2=O)NC(=O)C(C)=CC=C[C@H](C)[C@H](O)[C@@H](C)[C@@H](O)[C@@H](C)[C@H](OC(C)=O)[C@@H]1C,-0.5%,8.1%,-1.3%,-4.5,686,32.9%,2.8%,-8.3%,0.7%,17.4%
O=C(/C=C/c1ccc(Cl)c(Cl)c1)NCCCn1ccnc1,·,-1.5%,·,1.2,840,8.7%,-14.7%,·,·,7.3%
CCCC(=O)n1nc(-c2ccc(OC)cc2)nc1N,-8.4%,-1.3%,-2.1%,7.8,664,-9.2%,-6.3%,2.3%,0.2%,-21.0%
CCc1nc(SCC(=O)N2CCOCC2)c2c(=O)n(C)c(=O)n(C)c2n1,-6.6%,-1.9%,-0.3%,-21.3,584,-9.3%,0.1%,10.8%,-2.8%,20.6%
COC(=O)Cc1c(C)nc(SCc2ccccc2)[nH]c1=O,·,0.7%,·,·,·,-0.9%,-6.0%,·,·,35.6%
CC1CCC2C(C1)Nc1c(C(=O)O)cccc1C2(C)C (stereo unspecified),-5.1%,-4.5%,17.4%,1.7,647,-3.9%,-6.2%,-185.8%,1.9%,11.7%
Cc1ccc(S(=O)(=O)NCCC2=CCCCC2)cc1C(N)=O,·,0.9%,·,-1.5,646,-0.8%,-0.3%,·,·,48.8%
COc1ccc(NC(=O)CN(C)CC(=O)Nc2ccc3c(c2)CCC3)cc1,-5.8%,16.3%,-4.0%,-1.0,661,-4.0%,-3.7%,11.9%,0.4%,-13.9%
CC1=NN(Cc2c(C)nn(Cc3ccccc3)c2C)C(C)(C)C1,-9.8%,2.8%,-6.1%,2.0,697,-16.8%,-4.3%,-4.1%,-0.8%,6.1%
Cc1noc(C)c1COc1cccc(C(=O)OCC(=O)NC(=O)c2ccc(OC(F)F)cc2)c1,-7.7%,3.5%,-2.5%,0.3,643,?,-3.3%,6.5%,0.4%,-1.1%
COC(=O)c1cn[nH]c1N,-2.8%,1.5%,2.0%,4.7,743,-7.4%,-2.8%,6.5%,-3.7%,8.9%
C=CCSc1n[nH]c(-c2ccc(OCCCC)cc2)n1,-0.8%,1.8%,1.1%,54.5*,691*,9.1%,-5.1%,-1.0%,-2.1%,-36.8%
COC(=O)c1sccc1NC(=S)N1CCN(C)CC1,-6.2%,15.3%,6.8%,7.2,687,-18.5%,-10.1%,6.0%,-8.4%,12.0%
Cc1ccc2nc(NC(=O)C(NS(=O)(=O)c3cccc4nsnc34)C(C)C)sc2c1 (stereo unspecified),-3.7%,-0.4%,6.4%,·,·,11.1%,-3.1%,5.1%,0.3%,6.1%
CCc1nc2sc3ccccc3c(=O)c2c(=O)n1Cc1ccco1,0.1%,18.0%,9.0%,3.8,735,9.3%,2.6%,4.9%,-2.8%,24.7%
CC(C)(C)OC(=O)NCc1ccc(NC(=O)c2nc[nH]c2C(=O)N[C@@H](Cc2ccccc2)C(=O)OC(C)(C)C)cc1,·,-7.7%,-16.4%,2.9,710,17.9%,13.5%,-14.3%,·,9.2%
CC(C)Cn1c(N)c(-c2nc(C(C)C)c(C(=O)c3ccccc3F)s2)c(=O)n(C)c1=O,-8.6%,-3.1%,-0.1%,-28.5,577,6.7%,1.5%,3.8%,-0.7%,26.1%
CCc1ccc2oc(-c3cc(N)ccc3Cl)nc2c1,-3.0%,-4.0%,3.7%,1.8,751,-2.6%,0.1%,0.1%,-5.1%,-26.4%
CCOC(=O)c1c(C)nc2sc(C(=O)Nc3ccccc3)c(N)c2c1-c1ccc(OC)cc1,-1.6%,3.7%,-0.8%,11.4,593,35.3%,10.5%,-14.5%,-1.8%,-3.5%

# Molecules shown so far containing bromine, in the order listed:
SMILES,XIAP antagonists,SIAH1 antagonists,P. falciparum M1AAP,Hep lipid drop,Hep lipid drop cells 6.5 µM,AID2073,LYP phosphatase,P. falciparum M17LAP,CSM14.1 death rescue,NOD2 inhibition
CC(C)C(NC(=O)/C(=C/c1ccco1)NC(=O)c1ccc(Br)o1)C(=O)O (stereo unspecified),·,1.0%,·,·,·,5.2%,-5.1%,·,·,1.7%
O=C(c1ccco1)N1CCN(CC(O)COc2ccc(Br)cc2)CC1 (stereo unspecified),·,-4.6%,·,-2.9,807,-4.7%,-1.8%,·,·,19.2%
